# UPR CHOP act = apoptotic UPR (CHOP) activation; CHO-CHOP luciferase reporter, luminescence; percent of tunicamycin response over DMSO baseline; activation, % at 10 µM; 0.34% of 330,000 active; AID 449763;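 active = at 10 µM dose, activation of 40% or more, normalized to positive control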;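 also: 100% = tunicamycin at 10 µg/mL and 0% = DMSO alone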
#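 System: CHO-CHOP luciferase reporter cell line | Buffer or medium: F12 medium containing 10% fetal bovine serum | Doses: One dose, 10 µM in 0.5% DMSO | Times: 6 h compound exposure at 37 °C after overnight seeding | Signal: Luciferase luminescence | Read-out: % activation vs tunicamycin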
# Jurkat NFkB inh = inhibitors of the PMA/ionomycin-induced NF-kB reporter in Jurkat cells. PMA/ionomycin-induced NF-kB luciferase reporter, luminescence. inhibition, % at 4 µM. 0.53% of 330,000 active; in the data active = inhibition above about 50%
# tim23-1 inh = inhibits growth of tim23-1 mutant yeast | S. cerevisiae tim23-1 growth, BacTiter-Glo luminescence, 24 h | AID 463212 | inhibition, % at 20 µM | 1.3% of 330,000 active;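 active = growth inhibition of the mutant yeast at or above 50%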;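 also: temperature-sensitive mutant grown at 25 °C; plate controls were DMSO-treated mutant yeast for no effect and medium wells lacking yeast for full effect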
# TIM10 inh = growth inhibitors of TIM10 yeast strain; S. cerevisiae TIM10 strain growth, BacTiter-Glo luminescence, 24 h; inhibition, % at 10 µM; 1.4% of 330,000 active; AID 463195;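 active = inhibition of 40% or more at the single tested concentration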;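 also: wild-type TIM10 isogenic control strain grown at permissive 25 °C; 0% = DMSO yeast wells and 100% = minimal medium wells without yeast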
# tim10-1 inh = tim10-1 yeast growth inhibition. inhibition, % at 20 µM. S. cerevisiae tim10-1 ts strain growth, BacTiter-Glo, 24 h. 2.2% of 330,000 active;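 active = inhibition of at least 40%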;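 also: mutant grown at 25 °C; 0% = DMSO wells with yeast and 100% = wells holding no yeast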
# Mdm2-MdmX inh = inhibitors of human Mdm2/MdmX interaction | O15151+Q00987 | SaOS-2 split-luciferase Mdm2/MdmX complementation, luminescence | inhibition, % at 8 µM | 3% of 330,000 active | AID 485346;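 active = inhibition of at least 50% at 8 µM in the primary screen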
# Target sequence (O15151 whole entry, looked up): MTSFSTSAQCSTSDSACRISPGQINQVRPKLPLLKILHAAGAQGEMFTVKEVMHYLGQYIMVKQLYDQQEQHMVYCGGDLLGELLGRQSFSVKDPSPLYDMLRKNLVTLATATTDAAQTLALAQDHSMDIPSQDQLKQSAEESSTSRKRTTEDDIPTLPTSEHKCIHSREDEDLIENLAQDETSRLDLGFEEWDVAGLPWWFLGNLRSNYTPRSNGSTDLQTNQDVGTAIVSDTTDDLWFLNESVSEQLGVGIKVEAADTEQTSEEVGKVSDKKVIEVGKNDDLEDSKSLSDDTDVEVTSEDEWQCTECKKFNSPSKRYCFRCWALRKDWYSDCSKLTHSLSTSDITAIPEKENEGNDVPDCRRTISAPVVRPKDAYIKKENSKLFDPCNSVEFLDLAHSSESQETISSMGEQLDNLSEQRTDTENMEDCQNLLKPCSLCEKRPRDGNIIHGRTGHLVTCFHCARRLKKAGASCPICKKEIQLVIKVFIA
# Target sequence (Q00987 whole entry, looked up): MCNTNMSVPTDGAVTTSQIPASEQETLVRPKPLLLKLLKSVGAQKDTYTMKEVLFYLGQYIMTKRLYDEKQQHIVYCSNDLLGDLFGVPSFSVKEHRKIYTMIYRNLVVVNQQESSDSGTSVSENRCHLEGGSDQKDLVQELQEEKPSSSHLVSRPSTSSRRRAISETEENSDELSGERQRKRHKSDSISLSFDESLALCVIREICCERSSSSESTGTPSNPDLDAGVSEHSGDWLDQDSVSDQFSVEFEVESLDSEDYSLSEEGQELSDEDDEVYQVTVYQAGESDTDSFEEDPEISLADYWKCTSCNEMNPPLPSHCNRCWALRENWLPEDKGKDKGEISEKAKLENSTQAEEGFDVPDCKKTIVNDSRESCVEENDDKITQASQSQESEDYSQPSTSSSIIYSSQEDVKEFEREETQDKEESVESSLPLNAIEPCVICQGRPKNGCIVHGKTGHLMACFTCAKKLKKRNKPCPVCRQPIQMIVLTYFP
# UPR XBP1 act = activators of adaptive arm of unfolded protein response (XBP1); CHO-XBP1 luciferase reporter, IRE1-XBP1 UPR activation, luminescence; percent of tunicamycin response, DMSO as zero; activation, % at 20 µM; 0.33% of 330,000 active; AID 463104;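 active = versus positive control, 20 µM dose yields 30% or more activation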;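 also: 100% = tunicamycin at 10 µg/mL and 0% = DMSO only wells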
#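 Assay system: CHO-XBP1 luciferase reporter cells; Schedule: 6 h treatment, 37 °C; Detection: glow luminescence from Steady-Glo reagent; Benchmarks: high control tunicamycin 10 µg/mL final, low control DMSO vehicle only.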
# 697 NFkB inh = lowers PMA/ionomycin-induced NF-kB signal in 697 B cells. 0.33% of 330,000 active. inhibition, % at 4 µM. 697 B-cell NF-kB luciferase reporter, 16 h. AID 435022; in the data active = inhibition above about 35%
# Starred values were filed as active, the others as inactive; . = no result given.
SMILES,UPR CHOP act,Jurkat NFkB inh,tim23-1 inh,TIM10 inh,tim10-1 inh,Mdm2-MdmX inh,UPR XBP1 act,697 NFkB inh
COc1ccc(C(=O)C2CCCN(C(=O)C3CCOCC3)C2)c(C)c1 (centres undefined),-1.5,-1,14,16,13,-5,2,12
Cn1cc(CN(CCO)Cc2cccs2)c(-c2cccc(Cl)c2)n1,-1.1,-25,10,-17,-8,2,-3,-3
Cc1ccc(CCNC(=O)c2nnn(-c3cc(C)cc(C)c3)c2N)cc1,-0.1,-11,-12,-22,21,47,1,2
Cn1nc(C(=O)Oc2cc(=O)n(C)c3ccccc23)c2ccccc2c1=O,-1.3,0,2,-3,0,-6,1,8
O=C(NCCCNCc1ccccc1)/C(=N\O)c1ccccc1,0.0,11,11,5,-2,-12,0,15
Cc1ccc(-c2c[n+](CC(=O)Nc3cc(=O)n(C)c(=O)n3C)c3n2CCC3)cc1,-0.5,3,6,5,7,-21,0,12
COc1ccc(C(=O)COC(=O)/C=C/c2ccccc2)c(OC)c1,-2.3,-2,6,0,1,-3,-1,17
CC(C)[C@H](NC(=O)N1CCn2c1nc1ccccc12)C(=O)NCc1ccc(F)cc1,-0.8,12,18,9,6,25,-3,-8
Cc1cccc(NC(=O)c2nc[nH]c2C(=O)N[C@@H](Cc2ccccc2)C(=O)OCc2ccccc2)c1,-0.4,-13,7,6,-7,-18,-3,1
CC(CNC(=O)c1ccc(OC2CCN(Cc3ccccn3)CC2)cc1)Oc1cccnc1 (centres undefined),1.8,5,-6,-2,-16,6,1,-14
Cc1ccc(C)c(S(=O)(=O)N2CCN(C(=O)Cn3[nH]c(=O)c4ccccc4c3=O)CC2)c1,2.4,-2,6,6,14,27,0,-1
CNC(=O)NC(=O)Cn1cnc2sc(-c3ccccc3)cc2c1=O,-1.2,-10,-5,-17,-8,17,2,-2
O=C(C(=O)N1CCN(c2ccc(F)cc2)CC1)N1CCCCC1,1.1,18,1,5,-8,3,-3,13
CC(=O)N1CCN(C(=O)c2ccc(Cl)c(S(=O)(=O)N3CCCCCC3)c2)CC1,-1.6,-11,2,5,5,-18,-3,-1
Cc1cc(NS(=O)(=O)c2ccc(NC(=S)NCc3ccccc3)cc2)no1,-0.6,17,4,7,-11,-4,-4,14
CCOC(=O)c1c(NC(=O)CSc2nnc(-c3ccc(OC)cc3)o2)sc2c1CCC2,-3.3,5,-11,6,4,7,-3,7
COc1ccc(C(=O)NCCCOc2cccc(NC(C)=O)c2)cc1,0.4,1,-8,-1,0,6,0,26
CC(C)c1cc(C(=O)N2CCCC(C(=O)c3ccc4ccccc4c3)C2)on1 (centres undefined),-0.3,1,18,11,17,-2,-1,21
O=C(CSc1nc2ccccc2nc1N1CCCCC1)N1CCN(c2ccccc2)CC1,1.3,4,13,-7,12,17,-2,-4
COc1ccccc1N1C(=O)C2C3C=CC(C3)C2(C)C1=O (centres undefined),0.6,10,9,1,3,7,-1,2
CC1(C)C2CCC1(CS(=O)(=O)N1CCCC1C(=O)O)C(=O)C2 (centres undefined),-1.0,-4,11,0,11,-21,2,-4
CCN(CC)Cc1c(O)ccc2occ(C(=O)c3ccc(OC)cc3)c12,-0.1,10,6,0,-3,15,-3,-13
CCOc1ccc(NC(=O)C(C)Sc2nnnn2C)cc1 (centres undefined),1.3,-11,2,2,3,-1,-2,5
CCOC(=O)Cn1nc(C)n(-c2c(C)cccc2C)c1=O,1.5,-10,14,12,7,2,4,5
CCc1ccc(Nc2n[n+](-c3ccccc3)c(/C=C/c3ccccc3)s2)cc1,-9.2,-18,-15,1,43*,52*,-4,0
CCCCn1c(N)c(N(CCOC)C(=O)c2cc(-c3ccccc3)nc3ccccc23)c(=O)[nH]c1=O,-0.2,5,13,17,6,-30,-1,-15
COCCSc1ccccc1C(=O)N1CCN(c2ccccc2OC)CC1,-1.6,-4,25,8,16,26,0,-21
COc1ccc(CCNC(=O)c2cc(=O)c3ccc(C)cc3o2)cc1OC,-1.6,-6,7,0,14,33,-2,-2
Cc1cc(C)c(S(=O)(=O)NC2CC(C)(C)NC(C)(C)C2)cc1C,2.0,-5,16,0,4,6,-5,-3
CC1(C)CC(=O)C(C=NCCN2CCN(CC(=O)Nc3ccc(F)cc3)CC2)=C(O)C1,0.5,-23,-18,2,5,8,3,-27
O=Cc1ccc(N2N=C(c3ccccc3)CC2c2ccccc2)cc1 (centres undefined),1.2,-5,39,24,36,9,-1,3
Cc1ccc(Sc2cc(N3CCOCC3)nc(-c3ccccc3)n2)cc1,-1.4,-38,12,-2,21,29,-3,-19
Cc1ccc(NC(=O)c2ccccc2Cl)cc1-n1cnnn1,0.4,-6,8,11,9,7,3,11
COc1ccc(-c2cn[nH]c2C)cc1,-1.2,-5,3,2,-2,44,-3,4
O=c1cc(N2CCc3ccccc3C2)[nH]c(=O)n1Cc1ccc(F)cc1,-1.6,10,17,2,6,25,42*,13
CC1CCN(C2CCN(S(=O)(=O)c3ccc(C(F)(F)F)cc3)CC2)CC1,0.4,-19,0,-28,-35,-21,7,-50

# The closing three records of the section above open the next one:
SMILES,UPR CHOP act,Jurkat NFkB inh,tim23-1 inh,TIM10 inh,tim10-1 inh,Mdm2-MdmX inh,UPR XBP1 act,697 NFkB inh
COc1ccc(-c2cn[nH]c2C)cc1,-1.2,-5,3,2,-2,44,-3,4
O=c1cc(N2CCc3ccccc3C2)[nH]c(=O)n1Cc1ccc(F)cc1,-1.6,10,17,2,6,25,42*,13
CC1CCN(C2CCN(S(=O)(=O)c3ccc(C(F)(F)F)cc3)CC2)CC1,0.4,-19,0,-28,-35,-21,7,-50
CCOc1ccccc1Cn1c(=O)oc2ccc(C)cc21,-3.0,-3,1,6,13,7,3,4
Cc1ccc(C)c(NC(=O)CN(C)C(=O)C2=NNC(=O)CC2)c1,2.6,-8,-4,1,-3,14,1,-3
O=S(=O)(c1ccccc1)c1cnn(-c2ccccc2)c1-c1ccc(Cl)cc1,-2.0,3,22,29,30,5,2,9
O=C(CC1(O)C(=O)Nc2ccccc21)c1ccccc1O (centres undefined),0.0,20,-7,10,-6,23,-4,21
COc1ccc(N(C(=O)CNC(=O)c2ccco2)C(C(=O)NCC2CCCO2)c2ccccc2)cc1Cl (centres undefined),1.8,-3,0,13,-23,-14,-4,14
CC1=CC2=NC(=O)/C(=C\c3cccn3CCOc3cc(C)ccc3C)C(=N)N2O1,-0.4,-3,29,13,15,11,-3,1
COC(=O)CC1C(=O)NCCN1C(=O)CSc1nnnn1-c1ccc(Cl)cc1 (centres undefined),-1.4,-10,-7,-24,-13,-12,-3,-1
COCc1[nH]nc2c1C(c1sccc1C)C(C#N)=C(N)O2 (centres undefined),-0.7,-11,31,53*,34,4,-4,2
COc1ccc(NC(=O)/C(C#N)=C/c2cc(C)n(-c3ccc(N4CCOCC4)c([N+](=O)[O-])c3)c2C)cc1,5.9,34,6,-1,4,6,-1,-25
COc1ccc(NC(=O)/C(=C\c2cc(OC)c(OC)cc2[N+](=O)[O-])NC(=O)c2ccccc2)cc1,-2.3,-6,20,-4,10,52*,-6,13
CCCN(Cc1ccccc1)C(=S)Nc1ccc(C(C)=O)cc1,1.7,-29,24,-20,32,7,-1,-3
CCOc1cccc(/C=C/c2cc(C(=O)O)c3ccccc3n2)c1OC,0.9,-12,17,1,24,-27,-4,-82

# Grouped by structure, those above containing a Cl atom
SMILES,UPR CHOP act,Jurkat NFkB inh,tim23-1 inh,TIM10 inh,tim10-1 inh,Mdm2-MdmX inh,UPR XBP1 act,697 NFkB inh
Cn1cc(CN(CCO)Cc2cccs2)c(-c2cccc(Cl)c2)n1,-1.1,-25,10,-17,-8,2,-3,-3
CC(=O)N1CCN(C(=O)c2ccc(Cl)c(S(=O)(=O)N3CCCCCC3)c2)CC1,-1.6,-11,2,5,5,-18,-3,-1
Cc1ccc(NC(=O)c2ccccc2Cl)cc1-n1cnnn1,0.4,-6,8,11,9,7,3,11
O=S(=O)(c1ccccc1)c1cnn(-c2ccccc2)c1-c1ccc(Cl)cc1,-2.0,3,22,29,30,5,2,9
COc1ccc(N(C(=O)CNC(=O)c2ccco2)C(C(=O)NCC2CCCO2)c2ccccc2)cc1Cl (centres undefined),1.8,-3,0,13,-23,-14,-4,14
COC(=O)CC1C(=O)NCCN1C(=O)CSc1nnnn1-c1ccc(Cl)cc1 (centres undefined),-1.4,-10,-7,-24,-13,-12,-3,-1

# New compounds follow
SMILES,UPR CHOP act,Jurkat NFkB inh,tim23-1 inh,TIM10 inh,tim10-1 inh,Mdm2-MdmX inh,UPR XBP1 act,697 NFkB inh
Cc1cc(Nc2ccc(F)cc2C)n2ncnc2n1,-1.2,-5,-5,2,-18,24,1,10
O=S(=O)(NCc1ccc(F)cc1)c1ccc2c(c1)OCCO2,0.5,-9,37,28,53*,0,1,-12
CCCOc1ccc(C(=O)NCCc2ccccc2)cc1,-2.9,-151,17,-17,13,-114,-5,-131
CCOc1ccccc1C(=O)NC(C(=O)OCC(=O)Nc1nnc(-c2ccccc2)o1)C(C)C (centres undefined),-4.5,1,24,28,24,9,-2,8
Cc1cc(-n2nc(C)cc2C)n2ncc(-c3ccccc3)c2n1,1.0,-25,21,13,20,9,-1,-36
CCOC(=O)C1C(CC)NC(=S)NC1(C)O (centres undefined),1.7,8,10,3,-1,11,3,26
CCCCN1C(=O)CCC(C(=O)O)C1c1ccccc1 (centres undefined),1.4,16,11,-1,8,-18,-1,-3
COc1ccc(C)cc1N(CC(=O)N1CCCC1)S(=O)(=O)c1ccccc1,-0.9,-29,21,-4,22,-21,-2,-3
COc1ccc(NC(=O)[C@@H](NS(=O)(=O)c2cccc(Cl)c2)C(C)C)cc1S(=O)(=O)N1CCOCC1,1.6,9,11,5,5,3,0,7
CCC(=O)N(Cc1cc(=O)[nH]c2ccccc12)c1ccccc1,1.5,7,5,3,12,5,-1,-3
N#CCc1ccc(NC(=O)Cn2c(=O)oc3ccccc32)cc1,0.0,4,13,0,1,6,-1,-3
CC(C)CN1C(=O)C(=O)N(CC(=O)N2CCC(Cc3ccccc3)CC2)C1=O,-0.3,10,22,-2,4,-9,-6,11
COc1ccc(-c2noc(=O)n2Cc2ccc(F)cc2Cl)cc1,-1.6,-5,1,-13,8,31,-1,11
O=C(CCSCCC(=O)NCC1CCCO1)NCC1CCCO1 (centres undefined),1.3,-1,3,-7,-2,7,4,7
Cc1cccc(OCc2nnc(SCC(=O)Nc3sc(C)c(C)c3C#N)n2C)c1,0.7,9,-4,11,14,14,4,-11
O=S(=O)(c1cnc[nH]1)N1CCN(C(c2ccc(F)cc2)c2ccc(F)cc2)CC1,0.8,0,-10,2,-2,4,-3,18
Cc1cccc2nc(CSc3nc4ccc([N+](=O)[O-])cc4[nH]3)cn12,-0.5,-9,-3,-1,26,5,3,7
Cc1ccc2c(C)c(C(=O)Nc3ccc(S(=O)(=O)Nc4onc(C)c4C)cc3)oc2c1,2.3,9,16,17,6,0,-8,16
O=S(=O)(c1ccc(Cl)c(C(F)(F)F)c1)N1CCN(CC(O)COCC2CCCO2)CC1 (centres undefined),2.1,-9,14,5,12,9,0,-8
CCOC(=O)C1(C)C(C(=O)OC)=C(c2ccc(OC)cc2)c2ccccc2N1C(=O)OC (centres undefined),3.2,.,46,5,22,1,-3,7
COc1ccc(NS(=O)(=O)c2ccc(-n3nnc4ccccc43)c([N+](=O)[O-])c2)cc1,0.7,12,20,-4,6,14,-1,1
CC(C)CN1C(=O)c2ccccc2C1(O)Cc1ccccc1 (centres undefined),-0.5,-13,6,-1,25,18,1,20
Cc1ccc(/C=N\NC(=O)CNC(=O)C23CC4CC(CC(C4)C2)C3)o1,-0.8,13,29,12,19,20,-5,11
O=C(Nc1cc([N+](=O)[O-])ccc1N1CCCC1)c1ccco1,0.1,4,8,-14,-4,26,0,16
CCC(C)(C(=O)NC1CCCC1)N(Cc1cccs1)C(C)=O (centres undefined),-0.7,0,7,17,13,12,-4,10
Cc1cc(OC(C)C(=O)N2CCN(c3ccc(F)cc3)CC2)c2c(C)c(C)c(=O)oc2c1 (centres undefined),1.1,13,24,1,39,28,-5,5
